Pol iota inh = DNA polymerase iota (human) inhibition | Q9UNA4 | AID 588590 | actives 1% (n = 390,000) | Pol iota fluorescent replication assay, 10 min | Potency, µM (series often up to 115 µM), for the others: at the top dose activity, negative = inhibition, most hits filed as inhibitors
Target sequence (Q9UNA4 whole entry, looked up): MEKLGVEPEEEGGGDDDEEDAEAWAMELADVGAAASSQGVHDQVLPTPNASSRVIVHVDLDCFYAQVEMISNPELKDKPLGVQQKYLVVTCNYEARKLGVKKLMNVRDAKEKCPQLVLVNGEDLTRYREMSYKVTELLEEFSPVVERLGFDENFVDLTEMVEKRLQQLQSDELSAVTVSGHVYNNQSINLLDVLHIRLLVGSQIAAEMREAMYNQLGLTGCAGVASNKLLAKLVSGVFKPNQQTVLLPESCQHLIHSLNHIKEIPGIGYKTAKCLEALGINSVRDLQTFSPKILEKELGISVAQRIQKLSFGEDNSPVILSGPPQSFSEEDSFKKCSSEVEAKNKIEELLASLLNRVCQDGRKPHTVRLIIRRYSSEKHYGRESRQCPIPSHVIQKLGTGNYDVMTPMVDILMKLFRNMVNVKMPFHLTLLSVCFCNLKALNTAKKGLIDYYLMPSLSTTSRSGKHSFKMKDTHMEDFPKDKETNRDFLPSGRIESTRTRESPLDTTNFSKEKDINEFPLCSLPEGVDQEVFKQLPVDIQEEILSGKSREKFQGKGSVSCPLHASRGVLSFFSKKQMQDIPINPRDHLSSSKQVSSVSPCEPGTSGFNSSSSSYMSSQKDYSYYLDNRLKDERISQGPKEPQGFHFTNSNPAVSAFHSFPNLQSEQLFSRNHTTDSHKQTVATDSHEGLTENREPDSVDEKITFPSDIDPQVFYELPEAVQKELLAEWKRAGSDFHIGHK
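Pol iota at 10 nM preincubated 15 min with compounds at room temperature; reaction started with fluorescent substrate, 50 nM final. Fluorescence read kinetically at 0 and 10 min; buffer-only wells as negative control.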
APE1 inh = blocks human APE1 abasic DNA cleavage; P27695; recombinant APE1, TAMRA/BHQ-2 abasic DNA cleavage fluorescence; Potency, µM (titrated, usually from 65.8 µM), for inactives: at the top dose activity change, negative = inhibition, actives largely listed as inhibitors; actives 0.35% (n = 350,000); AID 2517;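 note: plate controls were vehicle for no effect and reference inhibitor for full effect; nearly all actives have a fitted effect of over 55% in size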
Target sequence (P27695 whole entry, looked up): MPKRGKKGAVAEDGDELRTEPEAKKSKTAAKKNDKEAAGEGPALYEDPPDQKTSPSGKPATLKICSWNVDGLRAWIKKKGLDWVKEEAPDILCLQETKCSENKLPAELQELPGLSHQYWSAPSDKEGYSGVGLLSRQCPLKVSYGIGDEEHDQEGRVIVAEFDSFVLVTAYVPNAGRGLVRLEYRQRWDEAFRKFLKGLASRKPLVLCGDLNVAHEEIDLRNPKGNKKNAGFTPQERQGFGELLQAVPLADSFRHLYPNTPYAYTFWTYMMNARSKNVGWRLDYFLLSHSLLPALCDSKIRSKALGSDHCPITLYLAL
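APE1 at 0.75 nM final was preincubated with compound 15 min at room temperature, then 50 nM double-stranded THF abasic-site substrate (5'-TAMRA/3'-BHQ-2) was added. Fluorescence (ex 525/em 598 nm) was read kinetically; third-minus-first read gave activity.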
POLK inh = inhibitors of human DNA polymerase kappa. actives 0.53% (n = 400,000). Potency, µM (highest dose often 107 µM), inactives show top-dose activity, negative = inhibition, hits mostly inhibitors. AID 588579. purified Pol kappa, fluorescent DNA synthesis assay, 10 min. Q9UBT6; note: % is set by controls: 0 for no effect and ±100 for the full control effect
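Kinetic fluorescence readout at 0 and 10 min followed reaction start with substrate at 50 nM final. Beforehand, enzyme (10 nM Pol kappa) stood 15 min with compound at room temperature; buffer-only wells were negative controls.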
BAZ2B inh = inhibitors of human BAZ2B bromodomain | Q9UIF8 | AlphaScreen BAZ2B-H3K14Ac peptide displacement | Potency, µM (highest dose often 114 µM), for inactives: at the highest dose activity change, negative = inhibition, usual class: inhibitors | actives 4.4% (n = 360,000) | AID 504333; note: % is set by controls: 0 for no effect and ±100 for the full control effect; nearly all actives have a fitted effect of over 60% in size
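Multi-concentration screen (max 110 uM) measuring displacement of acetylated histone H3 peptide from BAZ2B by AlphaScreen, using 50 nM protein, 50 nM peptide and 10 ug/mL streptavidin donor plus Ni-chelate acceptor beads.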
G9a block = G9a (human) methyltransferase inhibition; Q96KQ7; G9a H3K9 monomethylation, AlphaScreen, 2 h; Potency, µM (top dose mostly 102 µM), without a hit: at the top dose activity, negative = inhibition, actives largely listed as inhibitors; actives 8.8% (n = 350,000); AID 504332; note: % is set by controls: 0 for no effect and ±100 for the full control effect; nearly all actives have a fitted effect of over 75% in size
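AlphaScreen detection with an anti-monomethyl H3K9 antibody quantified product after a 2 h room-temperature reaction containing 500 nM biotinylated H3K9 peptide, 20 µM SAM and 20 nM enzyme, which had been preincubated 15 min with compound.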
BLM helicase inh = Bloom syndrome helicase (human) inhibition. actives 0.2% (n = 350,000). P54132. recombinant BLM DNA unwinding, fluorescence dequenching. Potency, µM (highest dose often 56.1 µM), inactives show at the top dose activity change, negative = inhibition, actives largely listed as inhibitors;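 note: plate controls were vehicle for no effect and no enzyme for full effect; nearly all actives have a fitted effect of over 35% in size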
JMJD2A Tudor inh = blocks the human JMJD2A Tudor domain. O75164. AlphaScreen JMJD2A-Tudor / H3K4me3 peptide binding. Potency, µM (highest dose often 114 µM), inactives show top-dose activity change, negative = inhibition, hits mostly inhibitors. actives 4.4% (n = 390,000). AID 504339; note: % is set by controls: 0 for no effect and ±100 for the full control effect; nearly all actives have a fitted effect of over 50% in size
POLH inh = blocks human DNA polymerase eta activity; actives 1.2% (n = 390,000); recombinant Pol eta, fluorescent DNA replication assay; Q9Y253; Potency, µM (titrated, usually from 114 µM), inactives show at the highest dose activity change, negative = inhibition, usual class: inhibitors; AID 588591; note: % is set by controls: 0 for no effect and ±100 for the full control effect
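Pol eta at 10 nM preincubated with compounds 15 min at room temperature; reaction started with fluorescent substrate (50 nM final) and read kinetically at 0 and 10 min.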
POLB inh = blocks human DNA polymerase beta activity; Pol beta primer extension/strand displacement, fluorescence kinetic; Potency, µM (series often up to 114 µM), for the others: at the highest dose activity change, negative = inhibition, usual class: inhibitors; actives 1.3% (n = 340,000); AID 485314; note: % is set by controls: 0 for no effect and ±100 for the full control effect
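Preincubation: enzyme (10 nM) with compound, 15 min, RT. Reaction: substrate added to 50 nM final. Reads: 0 and 10 min. Analysis: normalized, Hill fit.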
Numbers without * were called inactive; ? = inconclusive; · = not tested or not shown; [ ] = dose if it differs, or a comment. Calls come from the whole dose curve; as a rule, active = well fitted curve in the direction sought with a large enough effect; inconclusive = small, poorly fitted or top-dose-only effect, or another doubt; inactive = no such curve, though single readings can be large; an effect the other way counts as inactive or inconclusive. Potency is the fitted concentration of half-maximal effect.

SMILES	Pol iota inh	APE1 inh	POLK inh	BAZ2B inh	G9a block	BLM helicase inh	JMJD2A Tudor inh	POLH inh	POLB inh
CC(=O)N1CCN(C(=O)c2cc3ccccc3o2)CC1	53.9%[activator]	3.6%	-3.5%	0.1%	10.9%	-0.6%	-21.4%	-12.3%	65.6%
Cc1ccc(NC(=O)CCS(=O)(=O)c2ccc3c(c2)oc(=O)n3C)c(Br)c1	-15.5%	·	-5.7%	11.7%[57.1 µM]	?	-1.0%	-0.6%	-11.0%	-9.2%
CC(C)n1ncc(C(N)=O)c1N	27.9%	-3.8%	-19.1%	2.2%	-4.9%	-1.1%	0.0%	-9.6%	96.4%
O=C(Nc1ccc(F)c(Cl)c1)c1cc(S(=O)(=O)N2CCc3ccccc3C2)ccc1F	-21.5%	·	0.4%[60.1 µM]	-25.4%	-9.2%[59 µM]	-9.5%	-21.4%	-14.9%	12.1%
COCC(=O)NC1CCN(C(=O)Nc2ccc(Br)cc2)CC1	9.1%	12.2%	-11.3%	-6.4%	4.2%[12.7 µM]	-3.3%	-17.2%	-2.8%	0.6%
CC(Sc1ncnc2ccccc12)C(=O)Nc1ccc2c(c1)OCO2 (configuration not stated)	11.3%	-2.8%	-15.9%	?	3.7%[12.7 µM]	-3.6%	-26.1%	-12.0%	-18.3%
CCCC(NC(=O)COc1cc2c(c3oc(=O)cc(C)c13)CCC(C)(C)O2)C(=O)O (configuration not stated)	7.9%	37.8%	-4.1%[60.1 µM]	-0.3%	-6.7%	-0.3%	-20.6%	-3.0%	?
Cn1ccc(=Nc2ccc(NC(=O)c3ccc(N=c4ccn(C)c5ccc([N+](=O)[O-])cc45)cc3)cc2)cc1	?	?	2.8%	2.0%	15.8µM*	-21.4%	56.2µM*	5.62µM*	0.355µM*
COc1ccc(C2C3=C(CC(C)(C)CC3=O)Nc3c2c(=O)[nH]c2nc(C)nn32)cc1 (configuration not stated)	0.8%	0.1%	-8.6%	-3.2%	8.6%	2.6%	-17.9%	-7.2%	1.8%
Cn1c(=N)c(S(=O)(=O)c2ccccc2)cc2c(=O)n3ccccc3nc21	11.5%	2.1%	-2.8%	1.8%	-9.7%[59 µM]	1.8%	0.4%	-15.2%	22.0%
CCCC(=O)Nc1c2c(nn1-c1ccc(C)cc1)CS(=O)(=O)C2	-3.1%	30.5%	1.5%	-1.1%	9.5%	-3.2%	-13.7%	4.8%	-2.7%
CCOC(=O)c1ccccc1NC(=O)COC(=O)CN1C(=O)NC2(CCCC2)C1=O	68.1%[activator]	4.6%	1.6%	-9.6%	·	-4.5%	2.0%	-22.4%	28.0%
Cc1ccc(C(=O)NCC(=O)OCC(=O)c2ccc(Br)s2)cc1	-0.9%	9.6%	-11.1%	1.5%	8.7%[0.501 µM]	·	-21.4%	-7.4%	·
Fc1ccc(/C=N/N2CCOCC2)c(F)c1	21.4%	-2.8%	-13.6%	-30.1%	-3.4%	0.1%	-27.2%	-6.0%	-4.5%
CCCOc1cccc(C(=O)O)c1	-8.7%	-9.3%	0.8%	-3.0%	-29.5%[12.7 µM]	-1.2%	5.9%	-15.6%	0.2%
COC(=O)c1onc(C(=O)c2ccccc2)c1C(=O)OC	17.0%	4.8%	-4.7%	-0.3%	-0.5%[12.7 µM]	-2.9%	-2.1%	-2.4%	-23.1%
Cc1c(C(=O)Nc2ccc3nc(N4CCOCC4)sc3c2)oc2ccccc12	-17.9%	-16.2%	-13.0%	0.1%	-7.2%[12.7 µM]	·	-18.9%	-4.3%	·
O=[N+]([O-])c1cccc(CP(=O)(c2ccccc2)c2ccccc2)c1	22.0%	0.7%	-10.5%	11.4%	-9.9%[12.7 µM]	·	-2.1%	-22.1%	·
COc1ccccc1N1CCN(CCCCNS(=O)(=O)c2cccc3c(N(C)C)cccc23)CC1	-0.8%[58.9 µM]	-0.5%	?	·	26.7µM*	·	·	-8.7%[57.1 µM]	12.0%[57.1 µM]
CCOc1ccc(-c2ccc3nnc(SCC(=O)NCC4CCCO4)n3n2)cc1 (configuration not stated)	51.8%[activator]	9.2%	3.4%	-0.6%	-50.2%[59 µM]	·	-20.0%	-11.0%	·
NCCCC[C@H]1CN=C(N)N1CC1CCCCC1	-1.9%	·	2.3%	·	·	·	1.4%	-17.7%	·
O=C(NC1CC2CCCC(C1)N2C(=S)Nc1ccc(Cl)cc1)C1CC1 (configuration not stated)	26.5%	13.5%	2.4%	5.7%	3.6%	0.1%	-7.9%	-16.6%	57.4%
Cn1c2c(c(=O)[nH]c1=O)C(c1ccc(O)cc1)C1=C(N2)c2ccccc2C1=O (configuration not stated)	142.5%[activator]	16.3%	-1.8%	2.0%	35.5µM*	-15.2%	50.1µM*	?	?
COc1cc(CC(=O)OCC(=O)NCc2ccco2)cc(OC)c1OC	?	-34.3%	-26.2%	·	·	·	-11.7%	50.1µM*	·
O=[N+]([O-])c1ccc(NS(=O)(=O)c2ccccc2)c(Cl)c1	-16.1%	·	-12.4%	·	·	·	-14.5%	-8.9%	·

6 compounds from above, showing only POLH inh and APE1 inh:
Molecule	POLH inh	APE1 inh
O=[N+]([O-])c1ccc(NS(=O)(=O)c2ccccc2)c(Cl)c1	-8.9%	·
O=[N+]([O-])c1cccc(CP(=O)(c2ccccc2)c2ccccc2)c1	-22.1%	0.7%
Cn1c(=N)c(S(=O)(=O)c2ccccc2)cc2c(=O)n3ccccc3nc21	-15.2%	2.1%
CC(=O)N1CCN(C(=O)c2cc3ccccc3o2)CC1	-12.3%	3.6%
CC(Sc1ncnc2ccccc12)C(=O)Nc1ccc2c(c1)OCO2 (configuration not stated)	-12.0%	-2.8%
CCCC(=O)Nc1c2c(nn1-c1ccc(C)cc1)CS(=O)(=O)C2	4.8%	30.5%

Nothing new here: 2 of the compounds above.
SMILES	Pol iota inh	APE1 inh	POLK inh	BAZ2B inh	G9a block	BLM helicase inh	JMJD2A Tudor inh	POLH inh	POLB inh
CC(=O)N1CCN(C(=O)c2cc3ccccc3o2)CC1	53.9%[activator]	3.6%	-3.5%	0.1%	10.9%	-0.6%	-21.4%	-12.3%	65.6%
Cc1ccc(NC(=O)CCS(=O)(=O)c2ccc3c(c2)oc(=O)n3C)c(Br)c1	-15.5%	·	-5.7%	11.7%[57.1 µM]	?	-1.0%	-0.6%	-11.0%	-9.2%

Following part
SMILES	Pol iota inh	APE1 inh	POLK inh	BAZ2B inh	G9a block	BLM helicase inh	JMJD2A Tudor inh	POLH inh	POLB inh
CC(Sc1nnc2ccccn12)C(=O)Nc1ccc2c(c1)OCO2 (configuration not stated)	-18.2%	-2.8%	-13.3%	-19.1%	-6.1%	-8.9%	-20.6%	5.0%	7.6%
CC(=O)N1CCN(C(=O)CCc2nnc(CCCCc3ccccc3)o2)CC1	16.0%	8.7%	8.5%	-18.7%	·	-6.0%	-6.4%	-6.8%	16.7%
CNc1cc(-c2c(C)noc2C)ncn1	·	16.8%	1.8%[60.1 µM]	·	7.3%[0.501 µM]	2.5%	·	·	·
O=C(CSc1ccc(Cl)cc1)N/N=C/c1cccnc1	33.8%[activator]	-3.2%	-0.2%	-18.0%	25.1%	-7.1%	-6.3%	-6.5%	8.4%
O=C(Nc1ccc2ccccc2c1)c1cc(F)c(F)cc1Cl	-5.9%	3.3%	2.9%	?	19.7%	-4.6%	-16.4%	-8.6%	5.3%
Cc1cccc(-n2c(C)nc3cc(C(=O)N4CCOCC4)ccc32)c1	0.9%	26.9%	7.5%	0.4%	-5.7%	0.2%	?	-21.3%	8.3%
COc1ccc(NC(=O)N(Cc2cccs2)Cc2cc3cc4c(cc3[nH]c2=O)OCO4)cc1	·	-0.6%	·	-10.7%	8.2%[59 µM]	-5.9%	·	·	7.4%
COc1ccc(/C(C#N)=C/c2cccnc2)cc1	·	-5.1%	·	19.3%	32.0%[activator]	2.9%	·	·	?
Cc1c(Cl)ccc(S(=O)(=O)NCCCn2ccnc2)c1Cl	5.7%	2.4%	4.3%	-34.0%	-9.3%	2.3%	-9.5%	-16.1%	-9.5%
COc1ccc(-c2nc3cnc(OC)nc3n(-c3ccccc3)c2=O)cc1	·	-4.5%	4.0%[60.1 µM]	·	5.4%[0.501 µM]	-4.1%	·	·	·
CC(=O)c1ccc(OCC(=O)N2CCN(S(=O)(=O)c3ccc(C)cc3C)CC2)cc1	17.7%	23.9%	-15.2%	-12.6%	9.3%	-2.3%	-4.4%	-29.7%	-6.6%
COc1ccc(-c2nc3ccccc3c(=O)[nH]2)cc1	23.2%	4.2%	1.8%	7.4%	·	-1.6%	0.0%	-10.2%	12.4%
CC(C)(C)NS(=O)(=O)c1ccc(CCC(=O)NCc2ccc3c(c2)OCO3)cc1	-10.2%	6.0%	4.7%	5.2%	-2.3%[59 µM]	-8.3%	8.6%	-3.1%	2.6%
N#CCC1c2ccccc2CCN1C(=O)Nc1cccc(C(F)(F)F)c1 (configuration not stated)	-12.2%	-1.6%	-18.4%	-3.1%	-5.2%	-10.9%	3.0%	-21.9%	66.4%
CCOc1ccc(NC(=O)CSC2=C(C#N)C(c3ccc4c(c3)OCO4)CC(=O)N2)cc1 (configuration not stated)	14.5%	-0.9%	1.0%	-8.6%	-8.2%[12.7 µM]	-7.4%	-7.0%	9.5%	6.0%
O=S(=O)(Nc1ccc(-c2csc(-c3ccccc3)n2)cc1)c1ccc(F)cc1	-27.6%	1.5%	-2.5%	-5.2%	?	-15.6%	-20.7%	-17.8%	?
COc1ccc(OC(C)C(=O)Nc2ccc(F)cc2F)cc1 (configuration not stated)	6.4%	-0.6%	-2.2%	-0.9%	7.7%	-4.8%	-1.5%[11.4 µM]	-8.1%	?
CCC(C)(C)n1nnnc1C(c1ccc2ncccc2c1)N1CCN(Cc2ccc3c(c2)OCO3)CC1 (configuration not stated)	26.5%	-4.8%	-11.3%[60.1 µM]	-3.8%	-14.8%	-1.0%	-31.4%	-7.5%	14.5%

An excerpt (hit frequency here may not be typical).
